CBFb RUNX1 block: blocks binding between human CBF-beta and RUNX1; AlphaScreen CBFb-His/RUNX1-biotin binding, biochemical; 230,000 tested, under 10 active; Potency, µM (titrated, usually from 59.8 µM), for the others: top-dose activity, negative = inhibition, hits mostly inhibitors; Q01196+Q13951; also: % of control where 0% means no effect
Target sequence (Q01196 whole entry, looked up): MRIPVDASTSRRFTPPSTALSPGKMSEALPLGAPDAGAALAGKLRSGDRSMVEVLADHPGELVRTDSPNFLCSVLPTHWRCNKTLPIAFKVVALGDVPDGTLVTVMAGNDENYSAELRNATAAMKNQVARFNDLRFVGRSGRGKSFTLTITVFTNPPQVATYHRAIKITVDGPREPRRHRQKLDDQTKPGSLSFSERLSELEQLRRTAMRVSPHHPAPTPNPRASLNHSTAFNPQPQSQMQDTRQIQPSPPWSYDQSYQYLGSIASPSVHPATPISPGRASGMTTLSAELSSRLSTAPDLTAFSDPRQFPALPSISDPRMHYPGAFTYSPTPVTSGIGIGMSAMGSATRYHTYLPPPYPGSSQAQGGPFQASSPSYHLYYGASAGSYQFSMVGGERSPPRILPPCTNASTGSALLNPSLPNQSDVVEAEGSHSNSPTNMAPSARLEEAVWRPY
Target sequence (Q13951 whole entry, looked up): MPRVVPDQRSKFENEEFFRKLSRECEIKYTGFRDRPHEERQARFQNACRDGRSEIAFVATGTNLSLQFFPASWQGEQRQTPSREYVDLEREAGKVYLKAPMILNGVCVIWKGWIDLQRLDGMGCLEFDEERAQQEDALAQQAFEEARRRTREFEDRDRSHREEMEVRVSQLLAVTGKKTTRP
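AlphaScreen binding: CBFb-His and RUNX1-biotin (30 nM each) preincubated 20 min, compound added for 15 min, then nickel and streptavidin beads for 90 min, all at room temperature. Disruption of the interaction by any mechanism counts as activity.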
GLA spleen mod: inhibitors or activators of human alpha-galactosidase in spleen homogenate | hit rate 0.008% among 240,000 | human spleen homogenate, 4MU-alpha-Gal fluorescence, 40 min | P06280 | Potency, µM (top dose mostly 80 µM), inactives show top-dose activity change, negative = inhibition, usual class: inhibitors;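 also: potency is read from the fitted curve at half-maximal effect; 0% = enzyme with vehicle and -100% = no enzyme basal signal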
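Human spleen homogenate (1 ug) as enzyme source, 4-methylumbelliferyl-alpha-D-galactopyranoside 1 mM final, citrate/phosphate pH 5.0 with 0.01% Tween-20. Compounds 40 min at 37C, NaOH/glycine stop; fluorescence Ex 365/Em 440, Hill-fit AC50.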
Lamin A splicing: LMNA splicing modulation. HeLa LMNA splicing GFP/RFP minigene ratio, 48 h. Potency, µM (doses to about 46.1 µM), without a hit: at the highest dose ratio change, negative = inhibition, hits mostly inhibitors. hit rate 0.01% among 200,000. AID 1487; active = well fitted inhibition curve with a large enough effect in the signal ratio, with a control signal flat, not every such curve was filed as active; inconclusive = small, poorly fitted or top-dose-only effect, or effect the other way, or a change in a side signal; the % refers to the signal ratio; also: potency is read from the fitted curve at half-maximal effect; % is scaled to controls: 0 for no effect and ±100 for the full control effect
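S3 HeLa cells stably expressing lamin A-EGFP splicing minigene plus DsRed2, 600 cells/well, 48 h compound exposure at 37C. Laser-scanning cytometry; analysed as GFP (500-530 nm)/RFP (575-640 nm) total intensity ratio; 0.5% DMSO vehicle.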
Epigenetic derep: epigenetic control regulation, reporter derepression | murine LDR cells, GFP reporter derepression, 30 h | Potency, µM (series often up to 53.9 µM), for inactives: top-dose GFP activation, actives largely listed as activators | hit rate 0.2% among 280,000 | AID 1865; also: potency is read from the fitted curve at half-maximal effect; % of control where 0% means no effect; nearly all actives have a fitted effect of over 60% in size
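Reporter derepression read as number of fluorescent GFP-positive objects, 20-120 um in size, counted by laser-scanning cytometer. Mouse LDR line with an epigenetically silenced CMV-GFP locus; compound incubation 30 h, 37 C.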
NPSR antagonist: blocks cAMP signaling of the human neuropeptide S receptor; Q6W5P4; hit rate 1% among 220,000; Potency, µM (series often up to 38.3 µM), without a hit: at the top dose activity change, negative = inhibition, hits mostly inhibitors; CHO-NPSR cells, cAMP TR-FRET, antagonist mode; also: potency is read from the fitted curve at half-maximal effect; % is scaled to controls: 0 for no effect and ±100 for the full control effect; nearly all actives have a fitted effect of over 50% in size; many of its hits are not listed in these tables
Target sequence (Q6W5P4 whole entry, looked up): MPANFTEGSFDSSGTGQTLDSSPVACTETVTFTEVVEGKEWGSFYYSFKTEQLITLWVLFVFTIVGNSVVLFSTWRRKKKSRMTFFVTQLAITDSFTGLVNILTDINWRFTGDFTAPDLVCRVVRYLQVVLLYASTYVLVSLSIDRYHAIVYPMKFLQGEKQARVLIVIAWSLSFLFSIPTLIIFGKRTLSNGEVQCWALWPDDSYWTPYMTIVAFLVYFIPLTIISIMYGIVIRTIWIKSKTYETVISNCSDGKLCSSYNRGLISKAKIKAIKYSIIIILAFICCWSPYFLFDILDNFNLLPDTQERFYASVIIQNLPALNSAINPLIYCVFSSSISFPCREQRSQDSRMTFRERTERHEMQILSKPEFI
Luc counter: Kinase-Glo luciferase inhibition (counter-screen); AID 1379; hit rate 0.28% among 200,000; Potency, µM (doses to about 38.3 µM), for inactives: at the highest dose activity change, negative = inhibition, most hits filed as inhibitors; Q27757; Kinase-Glo luciferase, ATP luminescence, 8 min; also: potency is read from the fitted curve at half-maximal effect; % is scaled to controls: 0 for no effect and ±100 for the full control effect; nearly all actives have a fitted effect of over 60% in size
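Inhibition of Kinase-Glo luciferase light generation was assessed at 10 uM ATP in pH 7.2 imidazole buffer, with luminescence measured after eight minutes at ambient temperature.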
IMPase Li cell: IMPase inhibition in cells with lithium potentiation | CHO-M1 cells, IP1 TR-FRET (IP-One), carbachol + lithium | Potency, µM (doses to about 59.4 µM), for inactives: at the highest dose activity, negative = IMPase inhibition, hits mostly inhibitors | hit rate 0.35% among 210,000;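 also: IP1 builds up when IMPase is blocked and the TR-FRET signal falls; potency is read from the fitted curve at half-maximal effect; plate controls were basal vehicle for no effect and high inhibitor control for full effect; nearly all actives have a fitted effect of over 50% in size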
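CHO cells stably expressing M1 receptor (2000/well, cultured 16–30 h) treated 30 min at 37C with compound plus low lithium. Cytosolic IP1 by TR-FRET (665/620 ratio and 620 channel) after 10 min lysis; AC50 by Hill fit.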
Starred values were filed as active, the others as inactive; ? = inconclusive; / = no result given; & = joins results of further samples; [ ] = another dose, or the depositor's remark. Unless noted, calls follow the shape of the dose curve; as a rule, active = well fitted curve in the direction sought with a large enough effect; inconclusive = small, poorly fitted or top-dose-only effect, or another doubt; inactive = no such curve, though single readings can be large; an effect the other way counts as inactive or inconclusive.

SMILES | CBFb RUNX1 block | GLA spleen mod | Lamin A splicing | Epigenetic derep | NPSR antagonist | Luc counter | IMPase Li cell
COc1ccc(/C=C(\NC(=O)c2cccs2)C(=O)Nc2cccc3ccccc23)cc1OC | 1% | -3% | 0% | -1.8% | 0% | 3% | 1%
CC(C)(C)Nc1nc(NC(C)(C)C)nc(-n2ccnc2)n1 | 1% | 4% | 23% | 0.0% | -27%[46.1 µM] | -2% | 20%[38.3 µM]
CC(=O)Nc1ccc(S(=O)(=O)Nc2ccc(N3CCOCC3)c(F)c2)cc1 | 11% | -1% | -11% | -1.7% | -14%[46.1 µM] | 12% | -6%[38.3 µM]
CCC(=O)Nc1ccc(NC(=O)CSc2nnnn2-c2ccc3c(c2)OCCO3)cc1 | -8% | 10% | / | 12% | 7% | 0% | 4%
COc1ccc(C(=O)c2oc3ccc(OC)cc3c2N)cc1 | 19% | 4% | ? | -1.0% | -7% | 1% | 5%
OC(COc1ccc2cc(Br)ccc2c1)CN1CCCC1 (centres undefined) | 10% | 5% | 29% | -1.0% | ? | -2% | 2%[38.3 µM]
CCCCNC(=O)Nc1ccccn1 | 1% | 0% | 1% | 5.5% | 10%[46.1 µM] | -3% | 11%[38.3 µM]
COc1cc(OC)c(OC)cc1CN1CCCC(C(=O)c2ccccc2SC)C1 (centres undefined) | -11% | -10% | ? | 2.3% | 36% | -1% | 20%
CC(=O)Nc1ccc(S(=O)(=O)NCC2CCC(C(=O)N3CCN(c4ccccn4)CC3)CC2)cc1 (centres undefined) | 4% | 8% | 14% | 0.9% | -8%[46.1 µM] | -4% | 9%[38.3 µM]
CCCc1[nH]nc2c1C(c1ccc(OC)cc1OC)C(C#N)=C(N)O2 (centres undefined) | 2% | -2% | 8% | -1.1% | 20%[46.1 µM] | 0% | 11%[38.3 µM]
CCOc1ccc(CC(=NCCO)C2=C(O)CC(C)(C)CC2=O)cc1OCC | -15% | 8% | -2% | 0.0% | -7%[46.1 µM] | 2% | -4%
CCOP(=O)(OCC)/C(=N/OC(=O)c1ccc(OC)cc1)C(N)=O | 5% | 4% | / | -1.4% | -2%[7.67 µM] | / | /

Continued (4 carried over from the part before).
SMILES | CBFb RUNX1 block | GLA spleen mod | Lamin A splicing | Epigenetic derep | NPSR antagonist | Luc counter | IMPase Li cell
CC(=O)Nc1ccc(S(=O)(=O)NCC2CCC(C(=O)N3CCN(c4ccccn4)CC3)CC2)cc1 (centres undefined) | 4% | 8% | 14% | 0.9% | -8%[46.1 µM] | -4% | 9%[38.3 µM]
CCCc1[nH]nc2c1C(c1ccc(OC)cc1OC)C(C#N)=C(N)O2 (centres undefined) | 2% | -2% | 8% | -1.1% | 20%[46.1 µM] | 0% | 11%[38.3 µM]
CCOc1ccc(CC(=NCCO)C2=C(O)CC(C)(C)CC2=O)cc1OCC | -15% | 8% | -2% | 0.0% | -7%[46.1 µM] | 2% | -4%
CCOP(=O)(OCC)/C(=N/OC(=O)c1ccc(OC)cc1)C(N)=O | 5% | 4% | / | -1.4% | -2%[7.67 µM] | / | /
O=C(CCc1nc(-c2ccccc2Cl)no1)NCc1ccco1 | 1% | 11% | -7%[46 µM] | 2.4% | ? | 1% | 2%
Cc1ccc(NS(=O)(=O)c2c(C)[nH]c(=O)[nH]c2=O)cc1C | 1% | -10% | 15% | 0.1% | -9%[46.1 µM] | 16% | -9%[38.3 µM]
CC1CCN(S(=O)(=O)c2ccc3c(c2)N(CC(=O)NCc2cccnc2)C(=O)CS3)CC1 | 12% | -5% | 9% | 2.9% | 6% | 3% | -2%
CCOCC(=O)Nc1cc(C(F)(F)F)ccc1Oc1cccc(Br)c1 | 12% | -4% | 5% | -2.3% | ? | -1% | 7%[38.3 µM]
COCCOC(=O)c1nccnc1C(=O)Nc1ccc(S(=O)(=O)N2CCOCC2)cc1 | 17% | 4% | / | -0.4% | 17% | / | /
COc1ccccc1NC(=O)c1cccs1 | 9% | 11% | 1% | -1.1% | 6%[46.1 µM] | -4% | 2%[38.3 µM]
Cc1ccc(NC(=S)N(CCCN2CCCC2)Cc2cccn2Cc2ccc(Cl)cc2)cc1Cl | -3% | 3% | / | -0.1% | -59% | -1% | 16%
COc1ccc(C)cc1NC(=O)NC(C)c1ccncc1 (centres undefined) | 1% | -8% | ? | 12% | 3% | 0% | -4%
CCN(C(=O)CSc1nc(-c2ccccc2)c(-c2ccccc2)[nH]1)C1CCS(=O)(=O)C1 (centres undefined) | -3% | 0% | -9% | -0.5% | -7%[46.1 µM] | -1% | 5%[38.3 µM]
Cc1ccccc1C(=O)NC1CCN(CC(=O)Nc2nccs2)CC1 | 17% | -4% | 11% | 0.0% | 1%[46.1 µM] | -2% | 20%[38.3 µM]
Cc1cc(C(=O)NCCCC(=O)O)c(C)o1 | 8% | -13% | -1% | 1.5% | 4%[46.1 µM] | 2% | -3%[38.3 µM]
COc1ccc(OC)c(NC(=O)NCCc2cccc(Cl)c2)c1 | -2% | -3% | / | -1.1% | -18% | 2% | 8%
Cc1cc(NC(=O)COC(=O)c2cccc(O)c2)no1 | -4% | -11% | -5%[46 µM] | -1.4% | 11% | 4% | 5%
NC1=NC2=C(CCCC2)C2(CCCCC2)S1 | 10% | -4% | -8% | -1.9% | -21%[46.1 µM] | -3% | 29%[38.3 µM]
O=C(O)Cc1cn(Cc2cccc(Cl)c2)c2ccccc12 | -20% | -3% | ? | -1.4% | -19% | -2% | 1%
N[C@H](C(=O)N[C@@H]1C(=O)N2C(C(=O)O)=C(Cl)CS[C@@H]12)c1ccccc1 | -8%&-15%[21.7 µM] | 2%&5%[29.1 µM] | ? | 3.9%&4.1%[16.9 µM] | / | 0%&2%[17.1 µM] | 2%&11%
COc1cc(C(=O)Nc2ccc3c(c2)N(C(=O)CN2CCN(C)CC2)c2ccccc2CC3)cc(OC)c1OC | -2% | -2% | / | -0.8% | -18% | / | /
COc1ccc2c(c1)C(=O)N(c1ccccc1C)C(=O)C2(C)C | 5% | 5% | -11%[46 µM] | -3.4% | -1% | 0% | 1%
Cc1ccc(S(=O)(=O)N2CCC(C(=O)NNS(=O)(=O)c3ccc(Cl)cc3)CC2)cc1 | -1% | 5% | -3% | 2.1% | -19%[46.1 µM] | 2% | 8%[38.3 µM]
O=C(CN1CCN(c2ccccc2)CC1)Nc1ccccc1C(F)(F)F | 3% | -23% | -2% | 0.9% | -15%[46.1 µM] | 0% | 19%[38.3 µM]
COc1ccc(C(=O)N/N=C/c2ccc(OC)c(CN3CCc4cc(OC)c(OC)cc4C3C)c2)cc1 (centres undefined) | -18% | 0% | -6%[46 µM] | 4.8% | -30% | 0% | 17%
CCOc1cc(C2C(C(=O)O)c3cc(OCC)c(OCC)cc3C(=O)N2C)ccc1O (centres undefined) | 23% | 5% | 6% | 0.0% | 4%[46.1 µM] | 0% | 21%[38.3 µM]
CCN1CCN(CC(=O)c2c[nH]c3ccc(C)cc23)CC1 | 0% | -5% | -7% | 5.9% | -7%[46.1 µM] | -3% | 26%[38.3 µM]
COc1cc(C2c3sc(=O)[nH]c3SC3C4CCC(C4)C23)ccc1O (centres undefined) | -18% | 7% | 1% | -2.3% | -19%[46.1 µM] | -4% | 9%[38.3 µM]
NC(=O)C1=C[C@H](c2ccc(Br)cc2)C[C@H](OCc2ccc(CO)cc2)O1 | 13% | 5% | / | 0.8% | 32% | / | -12%
COc1ccc(Cl)cc1NC(=O)CN(C)C(=O)COc1ccccc1F | 3% | 0% | / | 1.1% | -6% | 12% | -2%
O=C(c1ccco1)N1CCN(C(c2ccccn2)c2nnnn2C2CCCC2)CC1 (centres undefined) | 8% | 11% | -2% | -1.0% | 9% | -3% | 19%
Cc1c(C(=O)NCCCN2CCCC2=O)oc2ccccc12 | 5% | -18% | -1% | 6.9% | -1%[46.1 µM] | 3% | 1%[38.3 µM]
Cc1ccc(NC(=O)C(Nc2ccccc2)c2ccccc2)cc1 (centres undefined) | 19% | -7% | -8% | 0.0% | -29% | 5% | 5%
COc1ccc(-n2nc(C(=O)NCC(=O)N3CCN(c4ccccn4)CC3)c3ccccc3c2=O)cc1OC | -7% | 2% | ? | -0.2% | 11% | 0% | 15%
Cc1ccc(/C=N/NC(=O)C2CC(=O)N(c3ccccc3)C2)s1 (centres undefined) | 3% | -5% | ? | -1.6% | 8% | -1% | 3%
CCOC(=O)c1sc(NC(=O)CC)nc1C | 12% | 5% | 0%[9.22 µM] | 0.0% | 4% | -3% | 7%
O=C(Nc1nc2ccccc2s1)C1CCCN1S(=O)(=O)c1ccc(Cl)cc1 (centres undefined) | 3% | 0% | ? | -1.1% | -6%[46.1 µM] | 1% | 44%[activator][38.3 µM]
CCOC(=O)c1ccc(NC(=O)NC2CC3CCC(C2)N3C(=S)NC)cc1 (centres undefined) | 1% | -1% | 11%[46 µM] | -0.1% | -5% | -3% | 6%
C/C(=N\NC(=O)C(=O)Nc1cccc(Cl)c1)c1ccncc1 | -2% | -5% | ? | 0.0% | 20% | -4% | 7%
COC(=O)Cn1nc(-c2ccccc2)n(-c2ccccc2)c1=S | -3% | -9% | 4% | -1.3% | 3%[46.1 µM] | -6% | 2%[38.3 µM]
Cc1ccc(S(=O)(=O)Nc2nc3ccccc3nc2N2CCc3ccccc3C2)cc1 | ? | -9% | ? | -0.4% | -23%[46.1 µM] | 6% | -15%[38.3 µM]
CN1C(=O)c2ccccc2Sc2ccc(NC(=O)N3CCOCC3)cc21 | -1% | 1% | -12%[46 µM] | -1.7% | 4% | 2% | 8%
CC(=O)c1ccc(N2CCN(C(=S)Nc3ccccc3C(F)(F)F)CC2)cc1 | 7% | 1% | / | 0.0% | -29% | 0% | 8%
CCCc1cc(C(=O)N/N=C/c2ccc(C)o2)c2ccccc2n1 | -8% | -6% | 4% | 1.4% | -10%[46.1 µM] | -1% | -8%[38.3 µM]
O=C(/C=C/c1ccc2c(c1)OCO2)NCCCN1CCOCC1 | 1% | -3% | ? | 0.0% | 7% | 4% | -9%
c1ccc2[nH]c(-c3cscn3)nc2c1 | -4% | -17% | ? | 1.1% | 9% | -18% | -5%&14%&0%&1%
COCCn1c(SCC(=O)N2CCCc3ccccc32)nnc1-c1ccco1 | 8% | -2% | 10% | 0.9% | 19%[46.1 µM] | 0% | 25%[38.3 µM]
COc1cccc(CNCCSc2nnnn2C)c1OC | -1% | 2% | 11% | -4.5% | -3%[46.1 µM] | 3% | 0%[38.3 µM]

Compound activity deposited in PubChem BioAssay by National Center for Advancing Translational Sciences (NCATS).

Some of the compounds tested, so the mix of outcomes need not match the whole.
